# Source: PubChem (The Scripps Research Institute Molecular Screening Center)
# PLC-gamma1 inh: inhibitors of human phospholipase C gamma1; purified PLC-gamma1, fluorogenic substrate, fluorescence; inhibition, % at 12.2 µM; AID 720700; P19174; actives 0.84% (n = 370,000); in the data active = inhibition above about 9.5%
# Target sequence (P19174 whole entry, looked up): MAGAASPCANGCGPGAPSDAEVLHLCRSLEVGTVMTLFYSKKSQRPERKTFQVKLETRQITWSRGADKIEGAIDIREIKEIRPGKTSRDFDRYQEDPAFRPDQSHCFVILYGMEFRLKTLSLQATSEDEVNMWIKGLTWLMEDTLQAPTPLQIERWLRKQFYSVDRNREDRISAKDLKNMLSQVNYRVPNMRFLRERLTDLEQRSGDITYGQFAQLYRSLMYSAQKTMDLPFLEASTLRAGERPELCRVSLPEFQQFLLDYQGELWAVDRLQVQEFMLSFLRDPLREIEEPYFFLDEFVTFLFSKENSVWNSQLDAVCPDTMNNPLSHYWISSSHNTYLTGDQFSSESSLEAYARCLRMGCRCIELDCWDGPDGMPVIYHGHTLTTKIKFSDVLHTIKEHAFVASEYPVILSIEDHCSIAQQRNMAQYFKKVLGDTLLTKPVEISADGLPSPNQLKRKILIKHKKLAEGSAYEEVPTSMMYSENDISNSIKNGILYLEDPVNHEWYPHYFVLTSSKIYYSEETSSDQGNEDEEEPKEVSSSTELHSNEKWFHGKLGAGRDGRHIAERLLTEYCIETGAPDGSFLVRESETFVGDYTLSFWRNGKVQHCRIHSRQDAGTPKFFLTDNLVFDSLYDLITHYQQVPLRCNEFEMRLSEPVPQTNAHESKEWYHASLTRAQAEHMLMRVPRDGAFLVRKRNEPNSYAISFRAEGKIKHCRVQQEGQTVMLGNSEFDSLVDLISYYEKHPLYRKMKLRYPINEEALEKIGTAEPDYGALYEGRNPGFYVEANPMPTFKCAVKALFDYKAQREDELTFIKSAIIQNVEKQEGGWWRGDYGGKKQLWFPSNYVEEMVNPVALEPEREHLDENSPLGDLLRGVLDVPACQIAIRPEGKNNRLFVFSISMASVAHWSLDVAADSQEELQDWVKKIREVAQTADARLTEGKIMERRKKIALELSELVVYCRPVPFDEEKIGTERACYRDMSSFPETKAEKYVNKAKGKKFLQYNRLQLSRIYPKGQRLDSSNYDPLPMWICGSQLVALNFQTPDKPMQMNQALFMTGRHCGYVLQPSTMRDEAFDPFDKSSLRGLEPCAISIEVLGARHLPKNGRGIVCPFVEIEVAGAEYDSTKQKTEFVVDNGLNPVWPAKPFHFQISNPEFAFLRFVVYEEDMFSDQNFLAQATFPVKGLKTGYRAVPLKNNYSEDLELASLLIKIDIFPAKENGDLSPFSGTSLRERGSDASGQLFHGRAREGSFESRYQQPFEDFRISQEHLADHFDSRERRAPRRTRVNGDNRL
# PLCb3 inh: PLC-beta3 (human) inhibition, primary screen. Q01970. actives 0.18% (n = 370,000). inhibition, % at 12.2 µM. Purified PLC-beta3, fluorogenic substrate, fluorescence. AID 720704; in the data active = inhibition above about 11%;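 note: 0% = median of compound wells on plate and 100% = full blocker control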
# DAX1 inh-1: blocks DAX1 repression of SF-1 activated StAR promoter. inhibition, % at 6.8 µM. AID 652010. HEK293T StAR-luciferase reporter, SF-1/DAX-1 repression relief. actives 1.1% (n = 370,000);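 active = inhibition above the mean over all tested compounds plus 3 SD, cut at about 3.6% in these data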;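 note: 0% = DAX-1 cells with DMSO and 100% = cells lacking DAX-1 with DMSO; higher inhibition means more luminescence from relief of DAX-1 repression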
# DAX1 inh-2: inhibitors of human orphan nuclear receptor DAX1 (NR0B1); P51843; HEK293 Gal4-DAX1 luciferase reporter, luminescence; inhibition, % at 6.75 µM; actives 0.99% (n = 340,000); AID 504766;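 active = inhibition above the mean over all tested compounds plus 3 SD, cut at about 4.2% in these data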;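 note: 0% = DAX1-transfected cells with DMSO and 100% = empty-vector control cells with DMSO; inhibition shows as a rise in luminescence from relieved DAX1 repression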
# hgDAF12 agonist: hgDAF-12 agonism, primary luciferase screen | HEK293 GAL4-hgDAF12 UAS-luciferase reporter, agonist luminescence; normalized to butyrate control | AID 687014 | actives 1.8% (n = 370,000) | activation, % at 6.8 µM;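 active = activation above a cutoff set at the mean of all screened compounds plus 3 SD, cut at about 10% in these data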;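 note: 0% = DMSO wells and 100% = sodium butyrate wells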
# ADAM10 inh: inhibits human ADAM10 | O14672 | recombinant ADAM10, EDANS/DABCYL FRET peptide cleavage, 3 h | inhibition, % at 7 µM | actives 0.62% (n = 370,000) | AID 720582;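 active = inhibition above a per-campaign cutoff equal to the mean of compounds falling between control-based bounds plus 3 SD, cut at about 20% in these data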;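 note: 0% = DMSO wells while the 100% control is not disclosed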
# HGIII-sPLA2 inh: Inhibits HGIII-sPLA2 liposome hydrolysis, primary screen; Q9NZ20; QFRET BODIPY PC-A2 liposome hydrolysis, fluorescence; inhibition, % at 12.2 µM; actives 0.56% (n = 370,000); AID 743126;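 active = inhibition above mean plus 3 SD of compounds lying within the high and low control bounds, cut at about 19% in these data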;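 note: 0% = median of test compound wells and 100% = no enzyme DMSO wells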
# ssDAF-12 act: activators of S. stercoralis DAF-12 nuclear receptor; HEK293 ssDAF-12/GRIP1 lit1-tk-luc reporter, luminescence; % of 3 µM dafachronic acid response; activation, % at 6.8 µM; actives 1% (n = 370,000);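 active = activation above the mean over all tested compounds plus 3 SD, cut at about 0.9% in these data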;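 note: 0% = DMSO-only wells and 100% = 3 µM delta7-dafachronic acid wells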
# FXN GAA850 act: increases GAA850 frataxin promoter reporter activity; AID 540364; HEK293 lucGAA850 FXN promoter luciferase reporter, 24 h; percent of 10 µM SAHA response; actives 0.56% (n = 360,000); activation, % at 6 µM;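 active = activation above the average of all compounds screened plus 3 SD, cutoff fixed separately per campaign, cut at about 7.5% in these data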;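 note: 0% = DMSO wells and 100% = 10 µM SAHA wells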
# ADAM17 inh: inhibits human ADAM17; recombinant ADAM17, EDANS/DABCYL FRET peptide cleavage; inhibition, % at 6.95 µM; actives 0.83% (n = 370,000);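 active = inhibition above the mean of compounds lying between control limits plus 3 SD, set per campaign, cut at about 8.5% in these data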;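 note: 0% = DMSO-only wells as the low control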
# hcDAF-12 act: activators of H. contortus DAF-12 nuclear receptor. AID 652067. actives 1.4% (n = 370,000). HEK293 hcDAF-12 lit1-tk-luc reporter, luminescence; 0% DMSO, 100% Δ7-dafachronic acid. activation, % at 6.8 µM;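 active = activation above the mean of all tested compounds plus 3 SD, cut at about 5.5% in these data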;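 note: 100% = response to 3 µM Δ7-dafachronic acid high control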
# An asterisk follows results filed as active; · = not tested or not shown. Hits appear at their usual frequency. About 6.9% of those tested had a hit in this group.
SMILES,PLC-gamma1 inh,PLCb3 inh,DAX1 inh-1,DAX1 inh-2,hgDAF12 agonist,ADAM10 inh,HGIII-sPLA2 inh,ssDAF-12 act,FXN GAA850 act,ADAM17 inh,hcDAF-12 act
COC(=O)[C@]12C[C@H](CC(=O)N3CCC(c4ccccc4)CC3)C(=O)N(Cc3ccccc3)C1=C[C@H](C(C)(C)C)O[C@@H]2C,0,1,0.6,·,-1.0,3,-7,-1.3,·,-1,3.1
C=CCn1c(SCC(=O)c2ccc(CNC(C)=O)o2)nc2ccccc2c1=O,-6,-8,-0.3,-0.3,1.5,3,-19,-0.7,1.6,-2,-1.2
COc1ccc(CN(C)C(=O)COc2cccc(-n3cnnn3)c2)cc1OC,5,0,1.2,0.8,-2.3,-5,3,-0.9,0.9,1,-0.1
Cc1onc(-c2ccc(Cl)cc2)c1-c1ccnc(SCC(=O)Nc2cc(Cl)cc(Cl)c2)n1,3,-5,-0.4,0.1,-2.6,-2,4,-1.4,3.0,-4,-1.1
Nc1c(-c2n[nH]c(=S)n2-c2ccc(Cl)cc2Cl)cnn1-c1ccccc1,6,4,-0.2,0.1,1.5,8,0,-0.7,1.6,7,0.2
Cc1ccc(C(=O)COC(=O)CNC(=O)CN2C(=O)c3ccccc3C2=O)cc1,4,1,-0.3,1.8,2.3,3,2,-0.7,3.1,1,-3.7
Cc1cccc(C(=O)OC2CCCN(C)C2)c1C (stereo unspecified),3,5,0.6,2.2,4.9,4,-7,-1.0,0.2,1,-0.6
Cc1nnsc1S(=O)c1ccc(Cl)c(Cl)c1 (stereo unspecified),-5,-8,-1.2,-2.7,-1.0,-13,5,-1.4,-6.4,-5,1.2
CC(=O)Nc1ccc(N=C(C2=C(O)c3ccccc3C2=O)c2ccccc2)cc1,-4,-8,-0.7,-1.4,2.0,15,1,-0.5,3.1,0,4.5
CCN(CC)C(=O)COc1ccc(S(=O)(=O)N2CCOCC2)cc1,0,-5,-1.2,-0.3,-0.4,-3,5,-1.0,1.3,-7,0.0
Cc1cc(C(=O)N(C)Cc2ccc(Br)cc2)no1,6,1,0.1,0.5,-0.2,12,1,-0.5,0.0,6,-0.4
Cc1ccc(NC(=O)CN2CCC(NC(=O)C3CCCCC3)CC2)c(Br)c1,0,-4,-0.9,-0.2,4.3,0,7,-1.1,0.9,-4,-1.9
CNC(=O)/C(C#N)=C/c1ccc(OCCOc2ccccc2)cc1,-1,-7,-0.7,2.5,0.4,-2,14,-0.5,0.7,6,-0.2
NC(=O)CSc1ncc(-c2ccc([N+](=O)[O-])cc2)[nH]1,-4,-5,0.2,0.4,2.9,4,-1,-0.1,3.1,2,-1.1
COc1ccc(-c2cc(C(=O)NCC3CCCO3)c3ccccc3n2)c(OC)c1 (stereo unspecified),-154,-256,-0.2,0.4,-0.3,-17,0,-0.8,-0.9,-7,0.8
COc1ccc2[nH]c3c(c2c1)CCN1C(=O)C(CC(=O)NCc2ccc(OC)c(OC)c2)C[C@H](C(=O)N2CCOCC2)[C@@]31CCC1CCCC1 (stereo partly specified),0,2,0.0,0.0,-3.5,8,-17,-1.5,-0.4,0,-2.8
O=C1C=CC2C3C(=O)N(c4ccccc4)C(=O)C3C1N2Cc1ccccc1 (stereo unspecified),9,1,-4.3,-5.7,-17,-2,8,-1.4,5.7,-8,-3.7
NC1(C(=O)O)CC1,5,-2,-0.1,0.3,0.4,1,5,-1.6,0.2,-8,-2.3
NNC(=O)c1cnn(-c2ccccc2)c1-n1cccc1,3,-6,0.2,-0.4,-4.6,6,-2,-1.8,-0.9,1,-1.6
COc1ccc(CCNC(=O)C2CC(c3cccc(F)c3)=NO2)cc1 (stereo unspecified),0,2,0.0,-0.1,-1.2,5,3,-1.4,0.5,0,-0.3
COC(=O)c1sccc1NC(=O)CSc1ccccc1NS(=O)(=O)c1ccccc1Cl,1,-2,-0.7,-2.2,-0.2,7,-56,0.5,0.4,6,-1.0
Cc1ccc(-c2csc(/C(C#N)=C(\O)CN3CCN(C(=O)c4ccco4)CC3)n2)cc1,-20,-27,-0.3,0.1,1.3,6,-9,-1.0,1.9,-1,-0.3
Cc1noc(C)c1NC(=O)N(C)C[C@@H]1Oc2ccc(NS(=O)(=O)c3c(C)noc3C)cc2C(=O)N([C@H](C)CO)C[C@H]1C,-2,-1,-0.1,-0.1,0.3,-13,2,-1.0,1.1,-5,-1.7
CCC(C)Nc1nc(-c2cccc(OC)c2O)nc2ccccc12 (stereo unspecified),-6,-7,-0.8,-1.2,1.2,17,-37,-0.4,2.6,1,0.1

# Two of these compounds in another layout:
Molecule	PLC-gamma1 inh	PLCb3 inh	DAX1 inh-1	DAX1 inh-2	hgDAF12 agonist	ADAM10 inh	HGIII-sPLA2 inh	ssDAF-12 act	FXN GAA850 act	ADAM17 inh	hcDAF-12 act
NC1(C(=O)O)CC1	5	-2	-0.1	0.3	0.4	1	5	-1.6	0.2	-8	-2.3
COc1ccc2[nH]c3c(c2c1)CCN1C(=O)C(CC(=O)NCc2ccc(OC)c(OC)c2)C[C@H](C(=O)N2CCOCC2)[C@@]31CCC1CCCC1 (stereo partly specified)	0	2	0.0	0.0	-3.5	8	-17	-1.5	-0.4	0	-2.8

# Additional structures.
SMILES,PLC-gamma1 inh,PLCb3 inh,DAX1 inh-1,DAX1 inh-2,hgDAF12 agonist,ADAM10 inh,HGIII-sPLA2 inh,ssDAF-12 act,FXN GAA850 act,ADAM17 inh,hcDAF-12 act
CCOC(=O)c1c(NC(=O)COc2cccc3c2CCN(CC)C3=O)sc2c1CCC2,0,-2,0.0,0.4,-3.0,-3,7,-0.8,2.3,-2,0.5
O=C(Nc1cccc([N+](=O)[O-])c1)c1ccc2snnc2c1,6,-5,1.7,1.1,0.7,6,2,-1.0,0.1,-1,-0.3
O=C(CN1CCN(S(=O)(=O)c2ccc(Br)cc2)CC1)Nc1ccc2c(c1)OCO2,10.0*,0,-1.1,1.7,-0.1,21*,-7,-1.1,-0.7,1,-0.1
O=C(CSc1nnc(-c2ccncc2)o1)NC1CCCCC1,-1,-2,-0.3,2.0,0.6,1,8,-1.6,0.4,-3,-1.1
COc1ccc(C(=O)Nc2ccccc2N2CCOCC2)cc1Br,1,0,-0.4,0.3,0.0,7,-3,-1.1,-1.0,0,-0.8
Cc1nc2sc3c(c2c(=O)n1NC(=O)CCBr)CCCC3,1,5,-0.4,-1.6,-2.4,5,5,-1.2,-3.4,2,-0.3
Cc1ccc(Cc2cnc(NC(=O)C3=NCCN3)s2)cc1,1,-7,0.1,·,1.9,12,0,-1.6,·,0,1.1
CC(C)(C)n1ncc2c(=O)n(Cc3cc(F)c(Cl)cc3Cl)cnc21,0,2,0.0,1.4,3.3,-5,0,-1.3,0.0,-3,-1.8
Cc1ccsc1C(=O)NC1CCCCC1C (stereo unspecified),0,-7,-0.7,0.7,-0.7,-18,5,-0.9,0.8,-4,-1.4
O=C(Nc1cccc(F)c1)c1ccc(S(=O)(=O)N2CCCCC2)cc1,1,-6,0.1,-0.1,1.4,-3,-1,-1.1,-1.3,-1,1.0
Cc1cccc(C(=O)N2CCC(=O)N(C(COCc3cccc(Cl)c3)Cc3ccccc3)CC2)c1 (stereo unspecified),-1,0,0.4,-0.1,0.6,10,-21,-1.4,-2.1,2,-0.7
CCC(Sc1nc2c(cnn2-c2ccccc2)c(=O)[nH]1)C(=O)OC (stereo unspecified),3,-2,-1.4,0.1,-3.1,-3,-3,-1.2,-0.4,-4,-1.0
O=C(COC(=O)c1ccccc1Nc1ccccc1)NCc1ccco1,-51,-67,-0.8,1.6,0.0,-34,-3,-1.5,0.8,-12,-0.8
O=C(c1cccc(Cl)c1)N1CCN(c2ccccn2)CC1,-4,0,0.1,0.9,3.4,-7,-2,-1.3,0.6,-3,-1.1
CCOc1ccccc1CN1CCNC(=O)C1CC(=O)N(C)Cc1nonc1C (stereo unspecified),-2,-6,0.7,0.1,-3.5,-2,4,-0.9,-0.5,0,-0.1
O=C(CSc1n[nH]c(-c2cccs2)n1)N1CCN(S(=O)(=O)c2ccc3ccccc3c2)CC1,-6,-1,-0.7,-1.5,1.1,-2,-31,-1.4,-1.5,-3,0.1
NC(=O)C1CCN(C(=O)C2CC(=O)N(Cc3ccccc3)C2)CC1 (stereo unspecified),0,-2,0.3,0.1,-1.7,-18,0,-0.7,1.5,-4,-0.7
CCOc1ccccc1C(=O)Oc1cc(C)[nH]c(=O)c1[N+](=O)[O-],2,4,0.3,1.6,-2.0,0,2,-0.2,0.0,0,1.2
CCc1ccccc1NS(=O)(=O)c1ccc2[nH]cc(C(=O)NCc3ccco3)c(=O)c2c1,2,1,0.1,-0.2,1.0,-3,-6,-1.4,-1.7,-4,-1.3
Cc1[nH]c2ccc(C(=O)N3CCCC3)cc2c1C,-26,-42,0.3,0.2,-1.9,-17,7,-1.4,1.6,-10,-1.5
O=C1N=C(N2CCCCC2)SC1=C1CCCCC1,1,3,0.8,1.2,5.0,-16,8,-0.8,2.2,4,0.3
C=CCn1c(SCC(=O)NCCOC)nc2scc(-c3ccco3)c2c1=O,-33,-38,-1.2,1.7,0.1,-3,-11,-1.1,-0.6,-7,-0.5
CCOC(=O)Cn1ccc(NC(=O)COc2ccc(F)cc2F)n1,3,-4,-0.1,0.0,1.2,-5,1,-1.3,1.1,1,0.4
Cc1nc(C)c(/C(O)=C/c2nc3ccccc3oc2=O)s1,-10,-5,-0.8,-1.5,-2.0,1,6,-0.1,3.8,-2,0.0
COc1ccc(-c2nnc3ccc(SCC(=O)N4CCCCC4)nn23)cc1OC,0,3,0.4,-0.3,-1.4,-11,4,-1.6,1.0,-1,-2.1
Fc1ccc(-c2ccc3c(n2)CCCN3Cc2ccccc2C(F)(F)F)cc1,-12,-16,0.5,·,3.3,-34,4,-1.0,·,-7,0.7
c1ccc(CCNc2nc(-c3ccccn3)nc3ccccc23)cc1,-12,-28,-2.3,-6.5,-9.5,-47,-12,-1.9,-5.9,-17,-3.6
C=CCNC(=S)N1CCN(CCNC2=CC(=O)CC(C)(C)C2)CC1,0,-6,0.6,0.1,1.3,-1,4,-0.2,-0.3,0,-0.6
CC(=O)c1ccc(C(=O)Nc2ccc(N3CCOCC3)cc2)cc1,2,5,-0.3,-1.1,2.2,6,5,-1.1,-0.6,2,-0.2
O=CNn1cnc2c(oc3nc(-c4ccccc4)cc(-c4ccco4)c32)c1=O,-116,-138,0.0,1.7,-3.9,-419,-22,-1.5,1.2,-90,0.3
CSc1ccccc1NC(=O)COc1ccc(Cl)cc1Cl,2,2,0.0,0.1,3.3,8,2,-0.7,6.5,4,1.1
O=C1/C(=C/c2cccnc2)SC(=S)N1Nc1ccccc1,0,-6,0.6,·,-0.8,5,-2,-1.7,-0.2,0,-0.4
CC(C)(C)SCCNC(=O)COc1ccc(Cl)cc1,-2,0,-0.1,0.2,-2.7,2,1,-1.7,1.1,-2,-0.1
Cn1c(CC(=O)Nc2ccccc2)cc2ccccc21,2,-1,-0.4,0.6,9.1,5,-14,1.0*,3.0,1,9.9*
